bIAP inh: intestinal alkaline phosphatase (bovine) inhibition | purified bovine IAP, CDP-star luminescence, 30 min | inhibition, % at 20 µM | 190,000 tested, under 10 active;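 active = over 50% inhibition of intestinal alkaline phosphatase at 20 µM in the single-dose screen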
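test system = bovine IAP enzyme | medium = DEA buffer 100 mM, pH 9.8, with MgCl2 1.0 mM, ZnCl2 0.02 mM | detection = luminescence | dosing = single compound dose of 20 µM, 2% DMSO final | incubation = 30 min reaction at room temperature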
TNAP inh hiacc: inhibitors of human TNAP at high phosphate acceptor concentration; actives 0.03% (n = 200,000); purified TNAP, CDP-star luminescence, 1 M DEA; inhibition, % at 20 µM;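 active = over 50% inhibition of tissue-nonspecific alkaline phosphatase at 20 µM in the single-dose screen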;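 note: plate controls were DMSO wells for no effect and EDTA-quenched wells as full inhibition for full effect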
Target sequence (P05186 whole entry, looked up): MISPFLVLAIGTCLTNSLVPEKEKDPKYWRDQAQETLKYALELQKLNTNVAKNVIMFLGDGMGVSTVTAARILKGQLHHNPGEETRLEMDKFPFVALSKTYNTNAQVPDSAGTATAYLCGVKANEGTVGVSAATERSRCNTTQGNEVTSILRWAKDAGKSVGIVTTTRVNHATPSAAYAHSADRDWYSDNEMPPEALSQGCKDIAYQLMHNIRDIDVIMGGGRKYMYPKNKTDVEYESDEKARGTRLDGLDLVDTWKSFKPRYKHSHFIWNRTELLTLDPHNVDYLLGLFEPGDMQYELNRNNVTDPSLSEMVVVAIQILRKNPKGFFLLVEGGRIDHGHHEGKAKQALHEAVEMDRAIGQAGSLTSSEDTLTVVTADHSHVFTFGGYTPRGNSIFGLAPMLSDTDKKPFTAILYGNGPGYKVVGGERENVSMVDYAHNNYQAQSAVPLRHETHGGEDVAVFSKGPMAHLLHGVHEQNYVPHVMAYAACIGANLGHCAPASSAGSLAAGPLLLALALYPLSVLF
bIAP act: intestinal alkaline phosphatase (bovine) activation. purified bovine IAP, CDP-star luminescence, 30 min; hits give high values; fold of DMSO-control signal, blank-subtracted. activation factor at 20 µM. actives 0.17% (n = 200,000). AID 1016;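 active = activation factor of 2 or more at 20 µM, a signal rise over negative controls twice the positive control's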
L major viab: Leishmania major promastigote growth inhibition; actives 9% (n = 200,000); AID 1063; Leishmania major promastigotes, resazurin fluorescence viability; inhibition, % at 10 µM; in the data active = inhibition above about 50%;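 note: promastigotes grown with compound for 44 hours at 28 °C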
FLuc stim CS: firefly luciferase counter-screen for stimulation assays; P08659; ATPlite luciferase biochemical, luminescence, 10 min; 0 = ATP-free wells, 1 = DMSO control; activation factor at 10 µM; 200,000 tested, under 10 active; AID 1027;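 active = luciferase activation factor, scaled between plate controls, of at least 2 with compound at 10 µM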
Target sequence (P08659 whole entry, looked up): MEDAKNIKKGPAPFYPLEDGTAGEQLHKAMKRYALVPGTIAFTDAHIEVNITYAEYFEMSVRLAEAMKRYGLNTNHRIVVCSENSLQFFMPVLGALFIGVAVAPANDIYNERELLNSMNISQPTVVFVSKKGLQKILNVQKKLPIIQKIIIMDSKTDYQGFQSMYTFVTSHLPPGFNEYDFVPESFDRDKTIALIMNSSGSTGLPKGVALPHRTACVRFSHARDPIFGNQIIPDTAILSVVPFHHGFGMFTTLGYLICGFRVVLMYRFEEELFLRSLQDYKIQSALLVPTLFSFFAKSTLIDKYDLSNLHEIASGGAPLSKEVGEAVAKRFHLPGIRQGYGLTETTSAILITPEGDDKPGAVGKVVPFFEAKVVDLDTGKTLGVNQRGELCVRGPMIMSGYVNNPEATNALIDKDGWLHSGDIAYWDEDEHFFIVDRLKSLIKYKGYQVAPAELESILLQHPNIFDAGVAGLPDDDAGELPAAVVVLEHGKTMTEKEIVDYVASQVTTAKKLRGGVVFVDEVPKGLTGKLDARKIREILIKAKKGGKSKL
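System: luciferase plus luciferin reagent, cell-free; medium: PBS as buffer for the ATP substrate; dosing: test compounds dosed from 2 mM stocks in 100% DMSO; timing: 10 min post-reagent at room temperature; measured by: luminescence measurement of luciferase light output; evaluation: luciferase activation, seen as luminescence increase over controls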
RAM inhibit: blocks the yeast RAM network. S. cerevisiae dse1pr::URA3 reporter, 5-FOA growth OD615, 2 d; analog-sensitive cbk1-as2 kinase mutant strain. inhibition, % at 50 µM. actives 1.8% (n = 190,000);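 active = inhibition above a set limit, 3 SD over mean compound inhibition, cut at about 8.4% in these data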;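 note: 0% = DMSO-only wells with no growth and 100% = 10 µM 1-NA-PP1 full growth; inhibition rescues growth on 5-FOA so higher OD means more RAM inhibition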
TNAP act hi DEA: TNAP (human) activation, high acceptor; purified TNAP, CDP-star luminescence, 1 M DEA, 30 min; hits give high values; 0 = EDTA background, 1 = DMSO-only activity; P05186; 200,000 tested, under 10 active; activation factor at 20 µM;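 active = activation factor at least 2 at 20 µM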
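Dosing: 20 µM single point. System: human TNAP. Amount: TNAP 1/800 final. Incubation: 30 min, room temperature. Read-out: TNAP activation factor scaled between EDTA and DMSO control wells. Signal: luminescence from CDP-star hydrolysis. Medium: 1 M DEA, pH 9.8, Mg2+, Zn2+. Control set: EDTA negative control, DMSO positive control.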
TNAP inh noacc: inhibitors of human TNAP without phosphate acceptor; actives 0.26% (n = 200,000); purified TNAP, CDP-star luminescence, 30 min; inhibition, % at 20 µM; P05186;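 active = tissue-nonspecific alkaline phosphatase inhibition above about 50% at 20 µM in the single-dose screen, limit read from the data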;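 note: 0% = DMSO negative control and 100% = EDTA positive control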
FLuc inhib CS: inhibits firefly luciferase, flagging false hits in luciferase inhibition screens. ATPLite firefly luciferase biochemical luminescence, 10 min. inhibition, % at 10 µM. actives 1.5% (n = 200,000). P08659;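 active = inhibition above about 50% when tested at 10 µM, limit read from the data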
APP 5UTR inh: APP translation inhibition; SH-SY5Y APP 5'UTR-luciferase reporter, luminescence; inhibition, % at 2 µM; actives 0.82% (n = 190,000); AID 1285;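 active = inhibition above a set limit, derived from the sample mean plus 3 SD, cut at about 45% in these data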; note: values of inactives mirror those of a sister screen read the other way
Numbers without * were called inactive; x = not tested or not shown. No enrichment for hits. About 13% of those tested had a hit in this group.

SMILES	bIAP inh	TNAP inh hiacc	bIAP act	L major viab	FLuc stim CS	RAM inhibit	TNAP act hi DEA	TNAP inh noacc	FLuc inhib CS	APP 5UTR inh
O=C(c1ccco1)N1CCN(c2ccc(S(=O)(=O)N3CCCC3)cc2)CC1	8	-1	0.9	6	1	0.7	1	-8	-5	-12
c1ccc(-c2nc(N3CCCCCC3)c3ccccc3n2)nc1	-2	1	1	101*	1	-0.4	1	-1	-1	40
CCCCn1c(N)c(NCC)c(=O)[nH]c1=O	-12	-8	1.1	-2	1.1	1.9	1.1	-3	-8	2
CCn1cc(C(=O)NNC(=O)c2ccc(Cl)cc2)c(=O)c2ccc(C)nc21	-30	0	1.3	11	1	1.5	1	-89	0	-20
COc1ccc(-c2n[nH]c(=S)n2-c2ccc3c(c2)OCCO3)cc1OC	2	-2	1	88*	0.7	1.6	1	-6	31	-19
O=C(Nc1ccc2c(c1)OCO2)C1CCCN1C(=O)NCc1ccccc1 (stereo not given)	2	-7	1	1	1.1	3.1	1.1	-15	-7	-4
O=C(c1ccc(-c2cc3ccccc3oc2=O)cc1)N1CCN(c2ccc(Cl)cc2[N+](=O)[O-])CC1	10	2	0.9	21	1	7.0	1	-6	-5	-11
COc1ccccc1NS(=O)(=O)c1cccc(C(=O)NN=C2CCCC2)c1	-18	-1	1.2	-10	1	2.2	1	-5	-2	26
CCCC1C(c2ccccc2)C(C#N)(C#N)C2(C#N)CC1(N)NC2=O (stereo not given)	7	-3	0.9	-3	1.1	0.8	1	9	-8	x
CC(Oc1ccc(Cl)cc1Cl)C(=O)NCCN1CCOCC1 (stereo not given)	7	0	0.9	79*	1	1.0	1	-12	2	-12
O=C(NC1CCCCC1)c1cc([N+](=O)[O-])[nH]n1	0	-3	1	32	1	1.9	1	-14	2	8
CCOCCCNS(=O)(=O)c1ccc2c(c1)CCN2C(=O)CC	11	0	0.9	-3	1	-1.4	1	-4	-2	-6
Fc1ccc(-c2noc(C3CCN(Cc4cccnc4)CC3)n2)cc1	-6	-2	1.1	94*	1	1.1	1	-10	-1	-18
N#Cc1ccccc1Cn1c(-c2cscn2)nc2ccccc21	9	1	0.9	14	1	1.5	1	-6	0	-15
Cc1ccc(NC(=O)CSc2nnc(CSc3nc(C)cc(C)n3)n2Cc2ccco2)c(C)c1	-16	-4	1.2	16	1.1	-0.1	1	-16	-6	-7
CCc1c(C)nc2ncnn2c1Nc1ccc(C(C)=O)cc1	16	-3	0.8	0	1.1	0.4	1	-6	-8	-45
CCCCN(C(=O)Cc1cccs1)c1nnc(-c2cccnc2)s1	5	1	0.9	21	1	1.6	1	-8	4	-10
COC(=O)c1cc(C#N)c(Oc2ccc(OC)cc2)nc1C	6	-2	0.9	-2	1.1	0.9	1	-7	-5	9
Cc1ccc(N(C(=O)Cc2cccs2)C2C=CS(=O)(=O)C2)cc1Cl (stereo not given)	-9	1	1.1	3	1	2.5	1	10	-3	2
Cc1c(NC(=O)COC(=O)/C=C/c2ccc(Cl)cc2)c(=O)n(-c2ccccc2)n1C	2	-3	1	-4	1	2.1	1	-6	-4	6

Some of these compounds in order of heavy-atom count, lowest first.
SMILES	bIAP inh	TNAP inh hiacc	bIAP act	L major viab	FLuc stim CS	RAM inhibit	TNAP act hi DEA	TNAP inh noacc	FLuc inhib CS	APP 5UTR inh
O=C(NC1CCCCC1)c1cc([N+](=O)[O-])[nH]n1	0	-3	1	32	1	1.9	1	-14	2	8
CC(Oc1ccc(Cl)cc1Cl)C(=O)NCCN1CCOCC1 (stereo not given)	7	0	0.9	79*	1	1.0	1	-12	2	-12
CCOCCCNS(=O)(=O)c1ccc2c(c1)CCN2C(=O)CC	11	0	0.9	-3	1	-1.4	1	-4	-2	-6
Cc1ccc(N(C(=O)Cc2cccs2)C2C=CS(=O)(=O)C2)cc1Cl (stereo not given)	-9	1	1.1	3	1	2.5	1	10	-3	2
CCCC1C(c2ccccc2)C(C#N)(C#N)C2(C#N)CC1(N)NC2=O (stereo not given)	7	-3	0.9	-3	1.1	0.8	1	9	-8	x
COc1ccc(-c2n[nH]c(=S)n2-c2ccc3c(c2)OCCO3)cc1OC	2	-2	1	88*	0.7	1.6	1	-6	31	-19
COc1ccccc1NS(=O)(=O)c1cccc(C(=O)NN=C2CCCC2)c1	-18	-1	1.2	-10	1	2.2	1	-5	-2	26
Cc1c(NC(=O)COC(=O)/C=C/c2ccc(Cl)cc2)c(=O)n(-c2ccccc2)n1C	2	-3	1	-4	1	2.1	1	-6	-4	6
Cc1ccc(NC(=O)CSc2nnc(CSc3nc(C)cc(C)n3)n2Cc2ccco2)c(C)c1	-16	-4	1.2	16	1.1	-0.1	1	-16	-6	-7
O=C(c1ccc(-c2cc3ccccc3oc2=O)cc1)N1CCN(c2ccc(Cl)cc2[N+](=O)[O-])CC1	10	2	0.9	21	1	7.0	1	-6	-5	-11

Additional records.
SMILES	bIAP inh	TNAP inh hiacc	bIAP act	L major viab	FLuc stim CS	RAM inhibit	TNAP act hi DEA	TNAP inh noacc	FLuc inhib CS	APP 5UTR inh
CCOC(=O)C1=C(N)c2ccccc2CC1C(C)C (stereo not given)	x	-2	0.3	-2	1.1	1.4	1	-16	-8	7
COc1cc(/C=N/NC(=O)Cc2csc(C)n2)ccc1OCC(C)C	-25	2	1.2	15	1	1.7	1	-9	2	11
CSCCC(Nc1ccc(S(=O)(=O)N2CCOCC2)cc1[N+](=O)[O-])C(=O)OCC(=O)NCC(C)C (stereo not given)	3	5	1	65*	1.1	1.2	1	-3	-8	2
O=C(CCn1c(=S)oc2ccccc21)Nc1cccc(O)c1	-3	-5	1	4	1.1	3.7	1.1	-10	-11	-16
CS(=O)(=O)C1=NSC2=NC(=O)/C(=C\c3cccn3-c3ccc(Cl)cc3)C(=N)N21	7	-3	0.9	44	1	4.6	1	-2	2	16
COC(=O)c1cn(NC(=O)C2CCC(C(C)(C)C)CC2)c(=O)c2ccccc12 (stereo not given)	0	-3	1	-8	1.1	2.9	1	-12	-5	2
CCN(Cc1ccncc1)C(=O)CSc1ccc2ccccc2c1	-3	-7	1	2	1	0.2	1.1	-8	0	0
O=c1cc(CO)occ1OCc1cccc(C(F)(F)F)c1	-4	-6	1	-6	1.1	-0.1	1.1	-14	-5	-4
CC(C)Nc1c([N+](=O)[O-])c(=O)oc2ccccc12	-8	-3	1.1	-4	1.1	0.7	1	-5	-8	17
COc1ccc(C(=O)c2ccc(N3CCOCC3)cc2)c(OC)c1	0	-4	1	-4	0.9	-0.2	1	-8	6	-14
c1cncc(CSc2ccc(-c3ccc4c(c3)OCO4)nn2)c1	18	-2	0.8	14	0.5	1.1	1	-4	53*	-62
CCc1c(C)n2nc(C)cc2[nH]c1=O	-2	-3	1	13	1	-0.5	1	-4	1	-10
CCCCn1nnnc1NCc1ccc(C)s1	0	1	1	-5	1	0.1	1	-5	-4	0
CC1(C(=O)O)COC(c2ccc([N+](=O)[O-])cc2)OC1 (stereo not given)	4	-4	1	1	1.1	2.3	1	-12	-5	16
C=CCn1c(=NC(=O)C2CC2)sc2cc(NC(C)=O)ccc21	-1	-5	1	2	1	-0.5	1	-14	1	-12
CN1C(=O)c2ccc(NC(=O)c3c(F)c(F)c(F)c(F)c3F)cc2C1=O	8	-3	0.9	-4	1	-0.8	1	-14	-4	-2
CCOC(=O)c1[nH]nc2c1C(=O)N(CC)C2=O	11	0	0.9	-9	1	-0.4	1	3	0	-3
Cn1c(-c2ccc(Br)o2)nc2ccccc21	10	-8	0.9	22	0.2	0.0	1.1	-1	83*	-135
COc1cc(-c2cc(N)n(S(=O)(=O)c3ccccc3)n2)cc(OC)c1OC	9	-7	0.9	13	1	1.4	1.1	-15	-2	4
Cc1cc(Br)ccc1NC(=O)CNC(=O)CN1C(=O)NC2(CCCCCC2)C1=O	-2	-7	1	-5	1.1	2.9	1.1	-16	-5	-12
COc1ccc(/C=C(/NC(=O)c2ccccc2)C(=O)NC2CCS(=O)(=O)C2)cc1 (stereo not given)	4	-3	1	-4	1	0.4	1	-7	-2	10
CCOC(=O)c1c(C)c(-c2ccccc2)n(CC(=O)N2CCN(C)CC2)c1C	-7	-5	1.1	-2	1.1	-0.2	1	-13	-8	-5
COC(=O)Cc1cc(=O)n2[nH]c(C)c(-c3ccccc3)c2n1	-6	2	1.1	-6	1	0.4	1	9	0	-27
Cc1cccc(NC(=S)N2CCC(N(C)CC3CCCO3)CC2)c1C (stereo not given)	-8	-4	1.1	82*	1.1	2.0	1	-10	-5	4
COC(=O)c1c(NC(=O)c2nc3ccccc3s2)sc2c1CC(C)(C)NC2(C)C	10	5	0.9	87*	1.1	1.8	0.9	0	-7	5
O=C(OCc1cc([N+](=O)[O-])cc2c1OCOC2)c1ccc2ccccc2n1	-10	-2	1.1	-9	1.1	3.0	1	-17	-6	6
NC(=O)NC(=O)COC(=O)/C=C/c1cccc(Br)c1	-7	-1	1.1	5	1	3.1	1	-7	-4	-18
Cc1ccccc1NS(=O)(=O)c1ccc(OCC(=O)N2CCCC2)cc1	9	-6	0.9	-1	1	2.8	1.1	-5	-4	-3
CCCCC(=O)Nc1nnc(SCC(=O)NC2CCCC2)s1	-6	0	1.1	-5	1	2.8	1	-7	-2	16
CCn1ncc([N+](=O)[O-])c1C(=O)Nc1nc2cccc(C)c2s1	8	-2	0.9	7	1	2.2	1	-5	-2	-14
Cn1c(SCCC#N)nnc1-c1ccccc1F	-2	-6	1	-8	1	-0.6	1.1	-12	-4	-22
CC(=O)CC1=NC(C)(C)Cc2ccccc21	9	-3	0.9	-8	1	0.5	1	-11	-2	-1
COc1cc(NC(=O)c2ccccc2C)c(OC)cc1NC(=O)CN1CCOCC1	-7	-6	1.1	-4	1	-2.0	1.1	-9	-5	0
CC1CCN(S(=O)(=O)c2ccc(NC(=O)CN3CCN(C)CC3)cc2)CC1	-6	-1	1.1	24	1.1	1.9	1	-10	-5	6
Nc1ccc(C(O)(C(F)(F)F)C(F)(F)F)cc1	10	-5	0.9	-7	1	-0.2	1.1	-16	-4	-10
COc1cccc(C(=O)/C=C/c2ccc(SC)cc2)c1	34	1	0.7	46	0.7	9.2*	1	-3	30	-4

A different layout for part of the listing above:
molecule: CS(=O)(=O)C1=NSC2=NC(=O)/C(=C\c3cccn3-c3ccc(Cl)cc3)C(=N)N21
  bIAP inh: 7 | TNAP inh hiacc: -3 | bIAP act: 0.9 | L major viab: 44 | FLuc stim CS: 1 | RAM inhibit: 4.6 | TNAP act hi DEA: 1 | TNAP inh noacc: -2 | FLuc inhib CS: 2 | APP 5UTR inh: 16
molecule: Cc1cccc(NC(=S)N2CCC(N(C)CC3CCCO3)CC2)c1C (stereo not given)
  bIAP inh: -8 | TNAP inh hiacc: -4 | bIAP act: 1.1 | L major viab: 82* | FLuc stim CS: 1.1 | RAM inhibit: 2.0 | TNAP act hi DEA: 1 | TNAP inh noacc: -10 | FLuc inhib CS: -5 | APP 5UTR inh: 4

Bioassay records: PubChem BioAssay, several laboratories
